Screening data (PubChem BioAssay)
CASP6 VEID inh – inhibitors of human caspase-6; AID 686996; P55212; inhibition, % at 12.5 µM; purified caspase-6, Z-VEID-R110 cleavage fluorescence; hit rate 0.53% among 350,000;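 active = mean inhibition across replicates at least about 35%, with every replicate also reaching that limit, limit read from the data; inconclusive = only one of the two criteria met; inactive = neither criterion met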;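 note: 0% = median of neutral control wells and 100% = no fluorescence left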
Target sequence (P55212 24-179 limits assumed): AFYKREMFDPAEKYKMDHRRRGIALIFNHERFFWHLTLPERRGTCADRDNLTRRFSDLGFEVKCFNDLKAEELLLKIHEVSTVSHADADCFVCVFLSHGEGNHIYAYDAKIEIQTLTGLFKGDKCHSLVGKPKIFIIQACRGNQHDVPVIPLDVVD
Target sequence (P55212 194-293 limits assumed): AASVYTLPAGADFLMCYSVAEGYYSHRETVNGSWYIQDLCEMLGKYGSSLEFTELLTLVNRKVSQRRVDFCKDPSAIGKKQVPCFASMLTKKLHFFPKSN
ARNT TACC3 PPI – disrupts binding between human ARNT and TACC3. Q9Y6A5. AlphaScreen His-ARNT PAS-B/GST-TACC3 binding, luminescence; TACC3 fragment carries E629A point mutation. inhibition, % at 9.99 µM. hit rate 0.66% among 390,000. AID 623870;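 active = mean inhibition of replicates at least 50% and at least half of replicates each reaching 50%; inconclusive = half or more replicates reach 50% but mean below 50%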;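 note: 0% = complete ARNT plus TACC3 wells and 100% = ARNT alone without TACC3; many hits fall short of the cut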
PAX8 reporter – inhibitors of PAX8 transcriptional activity in RMG-I cells; RMG-I TPO-luciferase reporter, SteadyGlo, 24 h; hit rate 1.2% among 360,000; inhibition, % at 12.6 µM;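 active = mean replicate inhibition at least 60% with every replicate also reaching 60%; inconclusive = only one of the two criteria is met; inactive = mean below 60% and not all replicates reaching 60%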;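 note: luciferase light reporting Pax8 driven TPO promoter activity; plate controls were median of neutral control wells for no effect and mitoxantrone controls for full effect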
DENV2 CPE – DENV2-induced cell death inhibition; DENV2-infected cells, cytopathic effect rescue, plate reader; CPE inhibition, % at 9.99 µM; AID 651640; hit rate 1.7% among 350,000; in the data active = CPE inhibition above about 20%, passing the limit was not always enough; inconclusive = no clear call, values can overlap the other calls; tested in BHK-21 cells;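 note: 0% = median of neutral control wells and 100% = median of positive control wells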
EWS-Fli inh – blocks EWS/Fli oncoprotein-driven transcription | hit rate 0.67% among 350,000 | inhibition, % at 12.6 µM | A673 NR0B1-luciferase reporter, viability-normalised;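 active = mean inhibition of at least 50% after viability correction, with every replicate also passing that limit; inconclusive = mean reaches 50% but only one of two replicates passes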;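 note: firefly luciferase signal divided by Alamar Blue viability fluorescence both relative to DMSO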
LGR2 antag – inhibitors of bursicon-induced Drosophila LGR2 receptor cAMP signaling; HEK293 LGR2, CRE-luciferase, bursicon-stimulated, 4 h; inhibition, % at 9.99 µM; hit rate 0.35% among 380,000;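 active = drop in luminescence signal, shown as inhibition above about 50% in the replicate tests, limit read from the data, passing the limit was not always enough; inconclusive = probably only some replicates passing the limit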;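 note: agonist challenge used bursicon conditioned medium at about half maximal strength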
SIRT5 block – blocks human SIRT5 desuccinylation of peptide. Q9NXA8. inhibition, % at 15 µM. hit rate 1.1% among 330,000. Purified SirT5, succinyl-peptide AMC, trypsin-coupled fluorescence; in the data active = inhibition above about 15%; inconclusive = no clear call, values can overlap the other calls
Target sequence (Q9NXA8 whole entry, looked up): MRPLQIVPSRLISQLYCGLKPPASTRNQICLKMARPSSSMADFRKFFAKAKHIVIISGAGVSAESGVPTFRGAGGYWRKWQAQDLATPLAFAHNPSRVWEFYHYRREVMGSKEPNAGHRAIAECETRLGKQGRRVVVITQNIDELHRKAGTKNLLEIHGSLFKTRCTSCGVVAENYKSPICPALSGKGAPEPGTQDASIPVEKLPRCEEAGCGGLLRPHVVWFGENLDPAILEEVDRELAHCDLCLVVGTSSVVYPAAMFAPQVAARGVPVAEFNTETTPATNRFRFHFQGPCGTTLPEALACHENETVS
The depositor's hits bear a star; u = inconclusive; x = no result given; & = joins results of further samples.

SMILES	CASP6 VEID inh	ARNT TACC3 PPI	PAX8 reporter	DENV2 CPE	EWS-Fli inh	LGR2 antag	SIRT5 block
C[C@H](CO)N1C[C@H](C)[C@H](CN(C)C(=O)C2CC2)Oc2cc(-c3cccc(C#N)c3)ccc2S1(=O)=O	2	0	x	-20	-4	-3	-1
CC12CC3(C)CC(C)(C1)CC(C(=O)NCCc1ccc(S(N)(=O)=O)cc1)(C2)C3	1	-1	13	0	-4	8	-1
O=C(Nc1ccccc1F)N1C[C@@H]2[C@H](c3ccccc31)[C@H](CO)N2C(=O)c1ccccc1F	-2	3	-49	12	-31	-14	3
COCCCN1C(=O)C(CC(=O)NC(c2ccccc2)c2ccccc2)CC(C(=O)N(C(C)C)C(C)C)=C1C (stereo not given)	0	x	3	57*	7	-3	-2
COC(=O)CCCCCN1C(=O)NC(c2ccc(-c3ccccc3)cc2)C(C(=O)OCc2ccccc2)=C1C (stereo not given)	4	x	1	-1	-1	4	x
C[C@@H]1CN([C@H](C)CO)C(=O)c2c(c3ccccc3n2C)-c2ccccc2CO[C@@H]1CN(C)Cc1ccc2c(c1)OCCN2C	0	x	18	11	14	13	16*
O=C(O)c1ccccc1C(=O)NCCc1c(C(=O)O)[nH]c2ccc(Cl)cc12	4	x	19	-4	8	4	1
CCOC(=O)N1CCN(C(=S)NC2CCCCC2)CC1	-5	-1	18	1	3	-18	-5
C[C@@H]1CCCCO[C@@H](CN(C)C(=O)Nc2ccc(C(F)(F)F)cc2)[C@H](C)CN([C@H](C)CO)C(=O)c2cc(NS(C)(=O)=O)ccc2O1	4	1	22	2	25	21	7
C(=C\c1ccccc1)/C=N/Nc1nncc(-c2ccccc2)n1	1	x	-17	u	-12	x	-5
Cc1cc(C)c(S(=O)(=O)N2CCCC(C(=O)NC3CCCC3)C2)c(C)c1 (stereo not given)	2	-5	3	17	-4	11	0
COc1cccc(CNC(=O)C(=O)NCC2OCCCN2S(=O)(=O)c2cc(C)ccc2C)c1 (stereo not given)	-3	0	3	-2	x	8	-3
CCC1CCCCN1C(=S)Nc1cccc(S(=O)(=O)N(C)C)c1 (stereo not given)	10	3	9	2	6	15	2
C[C@H](CO)N1C[C@H](C)[C@H](CN(C)C(=O)Cc2ccccc2)OCCCC[C@H](C)Oc2ccc(NS(=O)(=O)c3ccc(Cl)cc3)cc2C1=O	-1	x	67*	-3	-9	15	3
CCCCN1C(=O)C(CC(=O)NCc2cccc3ccccc23)CC(C(=O)N2CCCCCC2)=C1C (stereo not given)	2	x	6	1	-3	3	x
O=[N+]([O-])c1ccc(S(=O)(=O)N2CCN=C2SCc2ccc(F)cc2)cc1	0	-3	x	5	11	7	-1
O=C(C[C@@H]1CC[C@@H](NC(=O)CN2CCOCC2)[C@H](CO)O1)NCCc1ccncc1	2	18	-11	-9	-3	17	4
Cc1ccc(C(=O)N/C(=C/c2cccnc2)C(=O)N2CCCCCC2)cc1	-3	-7	x	9	1	-9	-2
CCOc1ccc2nc(NCCCNS(=O)(=O)c3ccc(C)cc3)c(C#N)cc2c1	-2	-21	x	u	11	x	0
CSCCC(c1nnnn1C1CCCC1)N1CCN(C/C=C/c2ccccc2)CC1 (stereo not given)	-4	x	-17	-5	13	-9	-4

Quoted at random: 3 compounds from above, in no set order.
SMILES	CASP6 VEID inh	ARNT TACC3 PPI	PAX8 reporter	DENV2 CPE	EWS-Fli inh	LGR2 antag	SIRT5 block
O=[N+]([O-])c1ccc(S(=O)(=O)N2CCN=C2SCc2ccc(F)cc2)cc1	0	-3	x	5	11	7	-1
CSCCC(c1nnnn1C1CCCC1)N1CCN(C/C=C/c2ccccc2)CC1 (stereo not given)	-4	x	-17	-5	13	-9	-4
CCOc1ccc2nc(NCCCNS(=O)(=O)c3ccc(C)cc3)c(C#N)cc2c1	-2	-21	x	u	11	x	0

Remaining list, next part:
SMILES	CASP6 VEID inh	ARNT TACC3 PPI	PAX8 reporter	DENV2 CPE	EWS-Fli inh	LGR2 antag	SIRT5 block
O=C(COc1ccc2c(-c3ccccc3)cc(=O)oc2c1)NCCN1CCOCC1	0	-7	-4	2	1	-4	0
COc1ccc(CNc2ncnc3cc(Cl)ccc23)cc1OC	1	-3	28	-2	19	10	-4
CCC(=O)Nc1ccc2c(c1)OC[C@H](C)NC[C@H](C)[C@@H](OC)CN(C)C2=O	-8	-9	-11	-10	14	-22	-2
O=c1c2ccccc2[nH]c(=S)n1Cc1ccc2c(c1)OCO2	1	0	-16	-2	-1	-19	0
CC1CCC2(CC1)SCC(=O)N2c1ccc(F)cc1 (stereo not given)	-1	-10	-2	0	-6	5	0
C[C@@H]1CN([C@@H](C)CO)C(=O)Cc2cc(NC(=O)CCCCCC(=O)Nc3ccccc3N)ccc2O[C@@H]1CN(C)S(=O)(=O)c1ccccc1	0	1	10	-9	20	18	x
Cn1c(SCC(=O)Nc2ccc(N3CCOCC3)cc2)nnc1-c1ccco1	1	8	-10	10	-8	-4	0
CCNC(=S)Nc1ccc(OCc2nc3ccccc3s2)cc1	2	2	-76	-3	-71	-65	11
O=C(C[C@@H]1CC[C@H]2[C@@H](COC[C@H](O)CN2S(=O)(=O)c2ccc(F)cc2)O1)NCCN1CCCCC1	-1	-15	-18	-1	11	-5	3
COc1ccc(S(=O)(=O)N2C[C@@H](O)COC[C@@H]3O[C@H](CC(=O)NCCN4CCCCC4)CC[C@H]32)cc1	x	-5	x	0	x	5	x
Cc1cc(=O)c2c(C)ccc(C)c2[nH]1	1	5	13	-6	0	7	-4
CC(C)N1CC2(CC(c3ccc(Cl)cc3Cl)=NO2)CN1C(=O)c1ccc(C(C)(C)C)cc1 (stereo not given)	-2	x	-18	7	-12	7	-2
CNC(=O)c1cc2cc(Br)ccc2s1	-2	0	-1	4	-2	17	-2
O=C(NCCc1ccccc1O)c1cc2c(cc1[N+](=O)[O-])OCO2	-1	2	-5	6	-21	5	1
O=C(C[C@H]1CC[C@H]2[C@@H](COC[C@@H](O)CN2CC2CCCCC2)O1)NCC1CC1	0	-7	8	27*	9	-9	1
O=C(Nc1ccc2c(c1)[C@H]1C[C@H](CC(=O)N3CCCCC3)O[C@@H](CO)[C@H]1O2)NC1CCCC1	-1	1	0	-2	5	-20	0
Cc1nn(C)c(C)c1S(=O)(=O)N(CC(=O)N1CCc2ccccc21)c1ccc(C(C)C)cc1	-2	-6	8	-5	7	0	-1
Cc1ccc(S(=O)(=O)N2CCN(C(=O)COC(=O)/C=C/c3ccccc3)CC2)c(C)c1	-1	-4	-11	-1	-2	0	-4
Cc1noc(C)c1CCC(=O)O	-3	-8	13	3	-2	x	-4
O=C(COC(=O)C1CC1)Nc1ccc(N=Nc2ccccc2)cc1	x	9	-201	x	x	-90	x
COCCN(C(=O)c1ccccc1OC)c1nnc(C)s1	0	0	17	-3	7	6	-2
Cc1cccc(NC(=O)/C(C#N)=C\c2cc(C)n(-c3ccc(C(=O)O)cc3)c2C)c1	9	5	7	0	-24	2	8
COC(=O)c1cc2c(=O)c3ccccc3oc2nc1C	-1	-4	-114	-3	-106	-22	-4
CCOC(=O)N1C(=O)C[C@](Sc2ccc(C)cc2)(C(=O)OC)[C@H]1c1ccccc1	4	x	7	-1	9	14	-4
CN(C)CCNc1ncnc2c1ncn2[C@H]1CN(Cc2cccs2)C[C@@H](CO)O1	-15	x	2	u	0	6	2
O=C(CC1NCCN(Cc2ccccc2)C1=O)Nc1ccccc1 (stereo not given)	-1	-1	-9	72*	10	-46	x
CCOC(=O)C1=CC[C@@H](c2ccccc2)N(S(=O)(=O)c2ccc(C)cc2)[C@@H]1C#N	1	x	-51	3	8	-9	-1
CC(=O)NN1C(=O)c2ccccc2NC1c1ccccc1 (stereo not given)	0	-21	-2	8	3	-12	-9
Cn1c(=O)[nH]c(=O)c2c1nc(Br)n2CCCCSc1nc2ccccc2o1	2	2	x	6	-7	21	5
O=C(CNC(=O)c1ccc(Cl)cc1)OCC(=O)N1CCCC1	-1	x	1	-7	-1	12	-1
C[C@@H]1CC=C[C@H]2[C@H]1C(=O)N(Cc1ccccc1)[C@H]2c1ccoc1	-8	-2	-10	-10	3	x	-1
O=S(=O)(c1ccccc1S(=O)(=O)N1CCCCC1)N1CCCCC1	1	1	x	x	8	-8	0
C/C=C/c1cccc(-c2nc(C(=O)N3CCCCC3)cc3c2[C@H](CCO)N(C(=O)NC(C)C)C3)c1	28&2	x	-6	u	5&-4	20	-2&9
C[C@@H]1CCCCO[C@H](CN(C)S(=O)(=O)c2ccccc2)[C@H](C)CN([C@@H](C)CO)C(=O)c2cc(NC(=O)Nc3cccc4ccccc34)ccc2O1	-2	-8	3	-6	16	16	-2
COc1ccccc1-c1ccc2c(c1)O[C@@H](CN(C)C(=O)Nc1ccccc1)[C@H](C)CN([C@@H](C)CO)S2(=O)=O	-3	-4	-18	0	8	10	-4
Cc1cccc(-n2cnc(C(=O)NNC(=S)Nc3ccccc3)c2)n1	2	70*	1	u	5	-3	-1
COc1ccccc1N(C)S(=O)(=O)c1ccc(C)c(C(=O)NC(C)c2ccccn2)c1 (stereo not given)	1	5	-2	15	-2	16	0
COc1cccc(CNS(=O)(=O)c2ccc3c(c2)NC(=O)CS3)c1	3	3	3	2	x	-3	1
Cn1cnnc1SCC(=O)Nc1ccc(OC(F)F)cc1	-4	-5	-4	x	5	4	x
Cn1cc(S(=O)(=O)N2CCCC2)cc1C(=O)NCc1ccc(F)cc1	-4	0	-12	0	8	x	-2
N=NC(=O)c1ccccc1Nc1c(O)[nH]c2ccccc12	1	-22	-52	4	3	5	x
COc1ccc(C#Cc2ccc3c(c2)[C@H]2[C@H](CCN2C(=O)C2CCOCC2)[C@H](CO)N3)cc1	x	2	-27	x	-2	16	x
O=C1CN(C(=O)c2ccc3nc(Cc4cccc(Cl)c4)oc3c2)CCN1	-4	-5	13	5	-3	4	-4
CN(C)Cc1cn(CC[C@H]2CC[C@@H](NC(=O)Cc3cccnc3)[C@H](CO)O2)nn1	-2	x	5	-2	3	3	-2
CN1CCc2c(sc(/N=C/c3c[nH]c4ccccc34)c2C(N)=O)C1	-3	x	36	u	6	x	-3
CCC(C)NC(=O)CN1C(=O)NC2(CCc3ccccc3C2)C1=O (stereo not given)	0	4	1	-2	6	9	-2
CNc1nc(-c2ccc3c(c2)CCN3S(=O)(=O)c2ccccc2)c(C)s1	0	2	0	-2	14	8	x
C[C@H]1CN([C@@H](C)CO)C(=O)c2cccc(NC(=O)NC3CCCCC3)c2O[C@@H]1CN(C)Cc1ccc(-c2ccccc2)cc1	0	2	x	2	23	19	2
C/C(=N/NC(=O)CNC(=O)c1ccccc1F)c1ccc2c(c1)CCCC2	0	7	4	-1	-12	3	-6
CC(=O)NN1C(=O)c2ccccc2NC1c1ccc(N(C)C)cc1 (stereo not given)	0	7	-8	0	-21	12	-10
CC(=O)N/C(=C\c1cccc([N+](=O)[O-])c1)C(=O)NC(C)C	0	x	2	-2	x	11	x
CC(C)=CC(=O)OCC(=O)Nc1cc([N+](=O)[O-])ccc1F	x	-7	-20	x	x	-3	x
COc1ccc(C2CC(c3ccc(Cl)c(Cl)c3)Nc3nc(N)nn32)cc1 (stereo not given)	3	-3	-11	-4	-4	-4	0
CS(=O)(=O)N1CC2(C1)[C@H](c1ccccc1)[C@@H](CO)N2CC1CCCC1	0	x	x	0	-4	7	3
COc1ccc([C@@H]2C=C(C(=O)O)O[C@H](OCCCCO)C2)cc1	-4	37	27	17	-7	-13	2
CCN(CC)c1ccc(NC2CC(=O)N(CCc3ccc(OC)cc3)C2=O)cc1 (stereo not given)	0	4	7	9	6	8	-1
Cc1ccc(N/C=C/C(=O)C(C)(C)C)c(O)c1	3	15	x	x	x	-15	5
CC(C)NC(=O)N(C)C[C@@H]1Oc2c(NC(=O)c3ccc(-c4nccs4)cc3)cccc2C(=O)N([C@H](C)CO)C[C@H]1C	5	x	x	3	0	-8	2
Cc1ccc(NS(=O)(=O)c2ccc(-n3cccn3)cc2)nc1	-9	-2	-8	-4	2	-14	-2
CC(=O)c1cccc(N(CC(=O)NC2CCCCC2)C(=O)Cn2nnc(-c3ccccc3)n2)c1	-1	-4	-6	9	3	10	0

This is a random part of the collection; about 4.9% have a hit in one of these screens.
